# From PubChem
# VHR inh abs = blocks human VHR1 dual specificity phosphatase | P51452 | recombinant VHR phosphatase, pNPP absorbance | inhibition, % at 13.3 µM | actives 0.52% (n = 290,000); in the data active means inhibition above about 50%; further: some compounds called inactive have numbers as strong as hits
# Target sequence (P51452 whole entry, looked up): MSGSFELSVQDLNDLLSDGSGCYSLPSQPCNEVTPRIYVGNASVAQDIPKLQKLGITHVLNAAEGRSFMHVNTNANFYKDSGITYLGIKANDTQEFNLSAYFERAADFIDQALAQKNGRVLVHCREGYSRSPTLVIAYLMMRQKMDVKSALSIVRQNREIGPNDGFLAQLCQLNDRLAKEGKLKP
# Rv3671c inh = inhibitors of M. tuberculosis serine protease Rv3671c; inhibition, % at 5.96 µM; actives 0.048% (n = 320,000); AID 2606; P9WHR9; in the data active means inhibition above about 38%;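 further: extracellular domain of Rv3671c used as enzyme; 0% = enzyme with DMSO and 100% = no enzyme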
# Target sequence (P9WHR9 whole entry, looked up, the tested form may be a part): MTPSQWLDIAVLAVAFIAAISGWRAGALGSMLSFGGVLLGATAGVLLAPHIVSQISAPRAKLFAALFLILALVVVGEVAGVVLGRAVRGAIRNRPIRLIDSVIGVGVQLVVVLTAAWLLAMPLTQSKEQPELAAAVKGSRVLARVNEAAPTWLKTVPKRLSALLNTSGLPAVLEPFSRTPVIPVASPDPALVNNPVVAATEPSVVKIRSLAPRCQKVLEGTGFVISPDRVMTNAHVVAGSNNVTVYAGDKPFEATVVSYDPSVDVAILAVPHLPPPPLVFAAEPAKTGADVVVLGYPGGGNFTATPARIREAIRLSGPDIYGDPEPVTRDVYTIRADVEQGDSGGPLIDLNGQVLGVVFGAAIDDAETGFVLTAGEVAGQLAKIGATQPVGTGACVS
# 3CLpro inhibitor = SARS-CoV 3CLpro protease inhibition; recombinant SARS-CoV 3CLpro, quenched FRET peptide cleavage; AID 1706; inhibition, % at 6 µM; P0C6X7; actives 0.14% (n = 290,000); in the data active means inhibition above about 12%
# GDH-TPI counter = inhibits GDH-TPI coupling enzymes, artifact for Mtb FBA screen. GDH-TPI coupled enzyme counterscreen, NADH absorbance. inhibition, % at 4.8 µM. actives 1.2% (n = 360,000); in the data active means inhibition above about 30%;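 further: 0% = DMSO wells and 100% = wells lacking the enzyme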
# SSB-PriA inh = K. pneumoniae PriA-SSBct interaction inhibition; inhibition, % at 33 µM; AlphaScreen SSBct-PriA binding, biotinylated peptide; actives 0.6% (n = 430,000); in the data active means inhibition mostly above about 37%, no sharp cut-off; inactive means mostly below about 20%;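 further: plate controls were negative control peptide for no effect and reference peptide for full effect; strong numbers were not always called active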
# BH1578 lux ind = inducers of Vibrio cholerae quorum light production without autoinducers | activation, % at 18.7 µM | actives 0.16% (n = 350,000) | V. cholerae BH1578 lux reporter, luminescence, 6 h; in the data active means activation mostly above about 9.7%, no sharp cut-off; further: not every result past the cut was called active; inactives centre near 0; reference of the scale not given here
# Mtb UGM inh = Mtb UDP-galactopyranose mutase inhibition | AID 504406 | P9WIQ1 | inhibition, % at 10 µM | actives 0.06% (n = 320,000) | purified UGM, fluorescence polarization probe displacement; in the data active means inhibition above about 10%, passing the limit was not always enough
# Target sequence (P9WIQ1 whole entry, looked up): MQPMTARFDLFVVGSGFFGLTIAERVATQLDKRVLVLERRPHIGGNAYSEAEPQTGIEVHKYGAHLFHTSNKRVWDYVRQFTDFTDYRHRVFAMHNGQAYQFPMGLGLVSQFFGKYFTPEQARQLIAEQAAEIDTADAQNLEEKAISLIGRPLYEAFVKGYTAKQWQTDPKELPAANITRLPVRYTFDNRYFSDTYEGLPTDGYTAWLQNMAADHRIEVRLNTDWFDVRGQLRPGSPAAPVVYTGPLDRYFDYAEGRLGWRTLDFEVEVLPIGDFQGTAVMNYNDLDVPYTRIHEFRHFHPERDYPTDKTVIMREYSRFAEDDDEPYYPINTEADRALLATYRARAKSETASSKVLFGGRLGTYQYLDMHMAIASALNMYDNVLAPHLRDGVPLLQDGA
# FBA Mtb inh = inhibits M. tuberculosis FBA enzyme; P9WQA3; purified M. tuberculosis FBA, fluorescence read-out; inhibition, % at 1 µM; actives 2.3% (n = 360,000); in the data active means inhibition above about 27%;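 further: 0% = vehicle and 100% = reference inhibitor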
# BioA inh = BioA (M. tuberculosis) enzyme inhibition | purified M. tuberculosis BioA enzyme, plate reader | actives 0.096% (n = 360,000) | inhibition, % at 9.99 µM; in the data active means inhibition above about 40%
# MazEF act = MazEF (E. coli) toxin RNase activation; actives 0.32% (n = 350,000); activation, % at 20 µM; FAM/BHQ RNA-DNA oligo cleavage fluorescence, 5 h; in the data active means activation above about 50%
# * hit, by the source's call; i = inactive; . = no result given; & = joins results of further samples. Only part of the results is shown; the hit share may differ from the screen's.
SMILES,VHR inh abs,Rv3671c inh,3CLpro inhibitor,GDH-TPI counter,SSB-PriA inh,BH1578 lux ind,Mtb UGM inh,FBA Mtb inh,BioA inh,MazEF act
Cc1ccc(C(=O)OCC(=O)NC(=O)c2ccccc2)o1,.,4,.,2,-18,-1.1,2.6,-1,-0.7,0
CCOc1nc2ccccc2nc1NS(=O)(=O)c1ccc(Cl)cc1,-12,6,3,12,0,0.6,-4.8,1,0.0,-6
Cc1cc2oc(=O)ccc2cc1[N+](=O)[O-],1,6,-8,7,-13,0.6,-5.2,1,-3.1,3
Cc1cc(=O)n2c(C(=O)Nc3ccc(C)c(C)c3)c(C(=O)Nc3ccccc3)sc2n1,24,-43,-3,6,0,i,-1.7,-7,.,14
CCN1CCSc2ccc(C(=O)NCc3ccccc3Br)cc21,45,6,2,15,-7,-0.1,0.8,59*,-1.3,8
CC(C)C(OC(=O)CN1C(=O)c2ccccc2C1=O)C(=O)NC1CCCCC1 (centres undefined),7,-14,0,13,-4,-0.4,0.6,1,-0.5,-13
Cc1cc(C)cc(NC(=O)Nc2c(Br)cnn2C)c1,13,-4,-5,9,10,i,-1.6,3,-2.8,-2
CSc1ccc(CNC(=O)C2(C)CCN2C(C)C)cc1 (centres undefined),.,.,.,-3,.,i,.,-4,0.0,.
O=C1c2ccccc2-c2onc3c(N4CCN(CCO)CC4)cc(N4CCN(C(=O)c5ccco5)CC4)c1c23,11,3,-1,6,80*,-0.2,-0.4,0,-2.0,-18
COc1ccc(-c2noc(C)c2-c2ccc3ccccc3n2)c(O)c1,15,-7,8,22,15,0.5,2.8,2,.,13
CCN(CC)S(=O)(=O)c1ccc(NC(=O)c2ccc(N3CCCC3=O)cc2)cc1,.,-7,.,-3,-6,i,2.4,-2,-1.7,4
O=C(O)c1cccc(N/N=C/c2cccnc2)c1,22,.,0,10,.,-0.4,.,-1,.,12
CCC(C)(C)NC(=O)CN(C(=O)CCC(=O)Nc1nccs1)c1ccc2c(c1)OCCO2,76,1,-9,0,-4,0.0,-1.7,0,-2.1,6
Fc1cccc(CN2CCN3CCCC3C2C2CCCCC2)c1 (centres undefined),18,4,-6,4,-2,-0.5,0.2,1,1.9,-7
O=C(CC1SC(N2CCCC2)=NC1=O)Nc1ccc(C(=O)Nc2ccccc2)cc1 (centres undefined),.,0,.,8,-6,2.3,0.7,0,-1.8,11
Cc1ccc2sc(N3CCN(C(=O)c4ccc([N+](=O)[O-])o4)CC3)nc2c1C,.,4,.,-5,-8,i,-1.3,1,-0.4,2
CNS(=O)(=O)c1ccc(C(C)(C)C)cc1,11,-4,6,-3,-4,-1.8,1.1,-2,1.9,2
COc1ccccc1NC(=O)C1CCCN1C(=O)NC1CCCCC1 (centres undefined),7,1,4,-5,0,i,-0.2,-6,-0.5,-1
CCC(CC)C(=O)N(C)c1c(C)nc2c(OCCOc3ccc(F)cc3)cccn12,.,.,.,-4,.,-0.3,.,-2,3.3,.
CNC(=S)NCCc1ccc(OC)cc1,17,2,6,3,6,-0.1,1.2,-1,.,3
CNC(=O)CN(c1cc(C)ccc1OC)S(=O)(=O)c1ccc(C)cc1,-16,-1,-1,4,-4,-0.4,-1.7,1,0.7,2
CCOC(=O)C1=C(C)Nc2sc(C(=O)c3ccc(Br)cc3)c(N)c2C1c1ccc(C(=O)OC)cc1 (centres undefined),-9,-7,3,3,-13,1.4,-0.6,2,.,2
CCCCNC(=O)Cn1c(=O)n(C)c2ccccc21,8,2,-7,19,-10,-0.2,-2.6,2,0.6,1
CCOc1ccc(NC(=O)COC(=O)c2cc(=O)c3ccccc3o2)cc1,.,0,.,6,-2,i,.,-1,.,6
COc1ccc(N(CC(=O)Nc2cccc(C)c2)S(=O)(=O)c2c(C)noc2C)cc1,6,-3,5,6,1,-0.4,2.7,0,-1.0,6
O=C(/C=C/c1cccs1)N1CCC2(CC1)Oc1ccc(F)cc1C(=O)C21CC(c2ccc(Cl)cc2)=NO1 (centres undefined),35,-10,.,7,-2,i,-0.5,3,-5.5,-7
O=C(NCc1ccc(Cl)cc1)c1ccc(NC(=O)C2CCCO2)cc1 (centres undefined),16,-1,-2,-3,-28,i,-0.6,1,-2.5,10
O=C(C1CCCCN1S(=O)(=O)c1ccccc1)N1CCCCC1 (centres undefined),-1,3,4,13,-3,-0.4,.,3,.,-6
COc1ccc(CC(N)c2csc(NC(=O)c3cccc(OC(F)(F)F)c3)n2)cc1 (centres undefined),.,.,.,5,.,-0.3,.,0,-1.8,.
COC(=O)C1CCN(Cc2ccc(OCCCN3CCN(c4ccc([N+](=O)[O-])cc4)CC3)cc2)CC1,4,-1,1,3,-3,-0.7,-3.3,1,.,4
O=C(NCc1ccccc1)NC(O)C(Cl)(Cl)Cl (centres undefined),25,-3,-2,7,-5,-0.1,-1.5,-1,.,-6
COCCCn1c(=O)c2sccc2n2c(CCCC(=O)N(C)Cc3ccco3)nnc12,28,-10,-1,-4,7,-0.1,-0.2,3,1.7,10
Cc1ccc(CSc2cc(C)[nH]c(=O)n2)cc1,-9,-10,-1,-4,-11,i,-1.9,4,-0.1,-46
COCCOC(=O)c1c(NC(=O)CSc2cccc[n+]2[O-])sc(C(N)=O)c1C,7,1,0,3,-5,-0.3,0.8,8,.,-25
CCCC/C(O)=N\S(=O)(=O)c1ccc(N=NN(C)C)cc1,22,-3,4,-9,.,1.4,-2.6,3,-0.5,3
C[C@H](CO)N1C[C@H](C)[C@@H](CN(C)S(=O)(=O)c2ccccc2)Oc2c(NC(=O)C3CC3)cccc2C1=O,.,.,.,-5,1,0.8,.,2,-0.1&0.8,-4
COc1ccc(NC(=O)Nc2ccc3nc([C@@H]4O[C@H](CO)[C@@H](O)[C@H](O)[C@H]4O)[nH]c3c2)cc1OC1CCCC1,.,.,.,7,.,i,.,1,-1.2,.
CC(C)C(C)NC(=O)COc1ccc(OCc2ccccc2)cc1 (centres undefined),22,-1,-1,-1,-13,-0.2,-2.3,0,-0.9,1
CCOC(=O)/C=c1/s/c(=C/c2ccc3cc(OC)ccc3c2)c(=O)n1CC(=O)NCc1ccc2c(c1)OCO2,.,.,.,1,-4,-1.0,.,1,.,-185
Cc1ccc(C2=C(c3ccc([N+](=O)[O-])cc3)C(=O)OC2)cc1C,16,-3,4,11,23,-0.6,1.1,0,.,7
COc1ccc(S(=O)(=O)c2c(O)c3ccc(C(=O)Nc4ccc(F)cc4F)cc3[nH]c2=O)cc1,21,-5,7,16,-5,i,-1.2,-2,-0.5,2
CCOC(=O)N1CCN(Cc2nc(Cc3cccc(C(F)(F)F)c3)no2)CC1,32,-3,2,3,-19,i,-3.3,-2,.,2
O=c1cc(-c2ccc([N+](=O)[O-])cc2)nc2cc(-c3ccc(Cl)cc3)[nH]n12,71,0,2,.,.,.,-0.6,.,.,.
CC(=O)c1ccc(NC(=S)NC(C)c2ccc(Cl)cc2Cl)cc1 (centres undefined),17,-90,-2,5,-6,-0.3,3.2,-2,2.7,3
CCS(=O)(=O)c1nc2ccccc2n1Cc1ccccn1,-6,10,-1,-8,3,i,-1.5,6,.,-4
CC(C)Sc1nc2ccc(N3C(=O)C4CCCCC4C3=O)cc2s1 (centres undefined),7,-6,-10,4,-8,1.2,0.6,4,.,4
CCSc1nnc(Cn2c(=O)sc3ccccc32)n1C,1,4,2,13,-8,-0.2,-2.8,4,-1.7,-3
O=C(COc1ccc(Cl)cc1)NCc1cn2cc(Cl)ccc2n1,13,0,6,10,-6,-0.2,2.0,0,.,-8
O=C(CSc1ccc(-c2ccncc2)nn1)N1CCCC1,31,4,-3,2,-9,i,2.2,-1,2.3,8
CCCNC(=O)c1cnc(Sc2ncc(C(F)(F)F)cc2Cl)n1C,16,-2,-2,-8,-19,.,-3.5,-4,-0.8,2
N#C/C(=C\c1cccs1)C(=O)NCc1ccco1,21,-2,2,29,-9,-3.4,0.6,0,.,3
Cc1nc2ccc(C(=O)NCCc3c[nH]c4ccccc34)cn2c1N(C)C(=O)CCc1ccccc1,.,.,.,6,.,i,.,-2,-0.9,.
Cc1cccc(C)c1N(CC(=O)NCc1ccco1)C(=O)CNS(=O)(=O)c1ccc(F)cc1,-9,0,-2,0,-1,i,-2.5,0,1.3,-1
C[C@H]1CN([C@@H](C)CO)C(=O)c2cc(-c3cccc(C#N)c3)cnc2O[C@H]1CN(C)C(=O)c1ccccn1,.,.,.,-15,.,-0.4,.,-1,-0.3&-1.2&-1.3,10
Clc1ccc(CSc2nnc(-c3ccccn3)n2Cc2cccs2)cc1Cl,.,.,.,6,.,-1.0,.,3,0.4,.
COc1ccc(Cc2noc(CN(C)C3CC(C)(C)NC(C)(C)C3)n2)cc1OC,0,-2,2,8,6,-0.5,-1.9,1,.,4
O=C(c1ccc(Cl)cc1)c1c[nH]cc1-c1ccccc1,13,-1,3,-1,2,-6.7,0.7,0,-0.4,0
CCc1cccc(C)c1NC(=O)c1cccc(N(C)C)c1,9,3,-5,-11,-10,-0.1,-0.7,2,-0.9,-2
CCN(CC)c1ccc(C2NCC(c3ccc([N+](=O)[O-])cc3)O2)cc1 (centres undefined),-27,-17,-4,22,-8,-5.0,-0.2,-6,-1.4,-4
CCCCNC(=S)NNC(=O)c1cc(C2CC2)nc2ccccc12,18,.,-1,-1,-1,i,-0.1,3,2.1,5

# The list continues.
SMILES,VHR inh abs,Rv3671c inh,3CLpro inhibitor,GDH-TPI counter,SSB-PriA inh,BH1578 lux ind,Mtb UGM inh,FBA Mtb inh,BioA inh,MazEF act
COc1c(C)cc(C(=O)C2CCCN(S(=O)(=O)c3c(C)noc3C)C2)cc1C (centres undefined),-14,10,5,-1,9,-0.4,2.9,16,.,9
CN(C)C=Nc1ccc(Cl)c(Cl)c1,12,-29,0,2,-22,-0.9,1.7,1,.,7
CCOc1cc(/C=N/NC(=O)c2ccccc2-n2cccc2)ccc1O,.,3,.,27,.,2.1,0.6,-1,0.2,8
NC(Cc1ccc(F)cc1)c1csc(Nc2ccc(C(F)(F)F)cn2)n1 (centres undefined),.,.,.,-3,.,-0.7,.,2,-0.7,.
O=C(Nc1ccc(S(=O)(=O)N2CCCCC2)cc1)C1CC(=O)N(c2ccccc2)C1 (centres undefined),22,6,3,-1,-8,i,-5.8,-5,-0.4,4
O=C1CN(C(=O)COC(=O)/C=C/c2ccc(F)cc2)c2ccccc2N1,.,-4,.,5,-9,i,0.6,0,-1.6,-4
CC(=O)c1c(C)[nH]c(C(=O)NCc2ccc(C)cc2)c1C,20,3,8,0,3,10,-1.8,-2,4.8,1
O=C(COC(=O)CNS(=O)(=O)c1c(Cl)cccc1Cl)Nc1cccnc1Cl,10,1,0,6,-18,0.6,-2.6,-1,-0.2,0
CCN1C(=NCCCCO)N[C@@H](c2cccc(C(F)(F)F)c2)C(C(=O)OC)=C1C,-10,-10,-9,1,-12,-0.5,0.5,2,-0.3,5
CCOC(=O)N1CCC(NC(=O)C(Cc2ccccc2)NC(=O)C2CCCCC2)CC1 (centres undefined),2,0,-2,4,-10,i,-2.8,2,0.6,-7
O=C(Nc1nnc(CCc2ccccc2)s1)c1cccc(F)c1,38,2,1,4,-7,i,-1.9,-1,0.5,5
Cc1ccc(S(=O)(=O)C(CCC(=O)c2ccc(Cl)cc2)C(N)=O)cc1 (centres undefined),2,-4,4,-12,-13,-11,-0.2,-1,.,10

# Arranged by molecular weight (largest number first): part of the list above.
SMILES,VHR inh abs,Rv3671c inh,3CLpro inhibitor,GDH-TPI counter,SSB-PriA inh,BH1578 lux ind,Mtb UGM inh,FBA Mtb inh,BioA inh,MazEF act
CCOC(=O)N1CCC(NC(=O)C(Cc2ccccc2)NC(=O)C2CCCCC2)CC1 (centres undefined),2,0,-2,4,-10,i,-2.8,2,0.6,-7
NC(Cc1ccc(F)cc1)c1csc(Nc2ccc(C(F)(F)F)cn2)n1 (centres undefined),.,.,.,-3,.,-0.7,.,2,-0.7,.
Cc1ccc(S(=O)(=O)C(CCC(=O)c2ccc(Cl)cc2)C(N)=O)cc1 (centres undefined),2,-4,4,-12,-13,-11,-0.2,-1,.,10
O=C(Nc1nnc(CCc2ccccc2)s1)c1cccc(F)c1,38,2,1,4,-7,i,-1.9,-1,0.5,5
CC(=O)c1c(C)[nH]c(C(=O)NCc2ccc(C)cc2)c1C,20,3,8,0,3,10,-1.8,-2,4.8,1
